High-throughput results: PubChem BioAssay, National Center for Advancing Translational Sciences (NCATS)
DT40 TDP1 CPT = DT40-hTDP1 cell growth loss with CPT. AID 686979. 420,000 compounds, 12% hits. chicken DT40 Tdp1-/-;hTDP1 cells + 20 nM CPT, ATP luminescence, 48 h. Potency, µM (titrated, usually from 46.2 µM), inactives show top-dose activity change, negative = growth inhibition, usual class: inhibitors; further: nearly all actives have a fitted effect of over 55% in size
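Cell growth measured by CellTiter-Glo luminescence after a minimum 48 h, 37 C compound exposure with 20 nM CPT in Tdp1-knockout DT40 cells stably expressing hTDP1, seeded 400/well; qHTS titration format.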
FEN1 inh = human FEN1 inhibition | Recombinant FEN1 flap cleavage, fluorescence, 15 min | Potency, µM (top dose mostly 114 µM), without a hit: at the top dose activity change, negative = inhibition, actives largely listed as inhibitors | 390,000 compounds, 0.35% hits | AID 588795; further: nearly all actives have a fitted effect of over 65% in size
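Read-out was taken twice, immediately and after 15 min, following addition of 50 nM substrate to 10 nM FEN1 that had sat with test compound for 15 min at room temperature. Curves came from a four-parameter Hill model.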
GCN5L2 inh = GCN5L2 (KAT2A) acetyltransferase inhibition. Potency, µM (highest dose often 58.9 µM), for inactives: top-dose activity change, negative = inhibition, most hits filed as inhibitors. 390,000 compounds, 0.21% hits. Q92830. GCN5L2 HAT assay, ThioGlo1 CoA-SH fluorescence
Target sequence (Q92830 whole entry, looked up): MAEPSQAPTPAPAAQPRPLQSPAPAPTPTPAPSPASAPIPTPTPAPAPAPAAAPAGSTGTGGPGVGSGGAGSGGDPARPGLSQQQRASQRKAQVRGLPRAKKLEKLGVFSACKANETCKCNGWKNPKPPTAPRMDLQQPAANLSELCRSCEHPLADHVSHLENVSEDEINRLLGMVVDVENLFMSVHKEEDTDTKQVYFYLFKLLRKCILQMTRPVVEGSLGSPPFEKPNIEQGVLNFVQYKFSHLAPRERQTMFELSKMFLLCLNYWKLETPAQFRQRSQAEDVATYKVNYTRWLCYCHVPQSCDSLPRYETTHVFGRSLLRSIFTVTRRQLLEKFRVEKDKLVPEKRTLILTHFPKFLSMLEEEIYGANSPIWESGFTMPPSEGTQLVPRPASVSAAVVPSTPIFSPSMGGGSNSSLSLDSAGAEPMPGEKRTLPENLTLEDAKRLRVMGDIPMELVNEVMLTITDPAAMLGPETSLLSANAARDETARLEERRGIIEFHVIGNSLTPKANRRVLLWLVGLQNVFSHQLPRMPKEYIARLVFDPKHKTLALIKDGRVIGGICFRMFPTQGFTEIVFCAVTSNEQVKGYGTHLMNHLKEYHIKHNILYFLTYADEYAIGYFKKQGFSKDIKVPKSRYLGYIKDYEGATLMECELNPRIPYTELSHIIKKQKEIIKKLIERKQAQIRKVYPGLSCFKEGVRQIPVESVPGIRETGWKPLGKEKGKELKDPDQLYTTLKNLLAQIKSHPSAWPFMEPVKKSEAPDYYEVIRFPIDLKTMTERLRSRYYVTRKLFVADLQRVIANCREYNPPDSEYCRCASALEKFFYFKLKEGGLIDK
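qHTS, 1536-well. 20nM enzyme, pH 7.5 HEPES/EDTA/Tween-20 buffer; 15 min compound preinc., RT. Start: 75uM H3(1-25), 70uM AcCoA, 50uM ThioGlo1. Read Ex340/Em540 at t=0 (autofluorescence flag) and t=20 min.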
Active calls of the source: *; ? = inconclusive; nt = no result given; & = joins results of further samples. The call rests on the fitted dose curve; in most records, active means well fitted curve in the direction sought with a large enough effect; inconclusive means small, poorly fitted or top-dose-only effect, or another doubt; inactive means no such curve, though single readings can be large; an effect the other way counts as inactive or inconclusive. On the % scale 0 is the no-effect control and ±100 the full control effect; potency means the concentration at half of the fitted maximal effect. Some of the compounds tested. The share of hits here may be higher or lower than overall.

A first look, two compounds:
item	structure	DT40 TDP1 CPT	FEN1 inh	GCN5L2 inh
1	O=C(Cc1ccccc1)NNC1CC(=O)N(c2ccc(Oc3ccccc3)cc2)C1=O (stereo not given)	14.5%	-1.5%	-0.9%
2	CCCCn1c(N)c(N(CCOC)C(=O)C2CCN(S(=O)(=O)c3ccc(F)cc3)CC2)c(=O)[nH]c1=O	-1.7%	-1.6%	-21.6%

The list itself, from the first entry:
item	structure	DT40 TDP1 CPT	FEN1 inh	GCN5L2 inh
1	O=C(Cc1ccccc1)NNC1CC(=O)N(c2ccc(Oc3ccccc3)cc2)C1=O (stereo not given)	14.5%	-1.5%	-0.9%
2	CCCCn1c(N)c(N(CCOC)C(=O)C2CCN(S(=O)(=O)c3ccc(F)cc3)CC2)c(=O)[nH]c1=O	-1.7%	-1.6%	-21.6%
3	CC(C)CN1C(=O)C(=O)N(CC(=O)NCc2ccc3c(c2)OCO3)C1=O	6.2%	0.9%	-2.3%
4	COc1ccc(C(=O)Nc2nc(C)cs2)cc1S(=O)(=O)N1CCCC1	-0.1%	3.8%	-1.7%
5	Cc1ccc(C(=O)NCC(=O)Nc2ccc(C)c(S(=O)(=O)Nc3ccc(Cl)cc3)c2)s1	-9.9%	-5.9%	7.3%
6	Cc1[nH]c2ccccc2c1C(=O)C(=O)N1CCN(c2ccccc2)CC1	-23.3%	1.0%	-2.6%
7	CCCCCC(=O)Nc1c2c(nc3ccccc13)CCC2	6.3%	0.2%	-5.4%
8	NC(=O)CSc1ccc(S(=O)(=O)N2CCOCC2)cn1	7.3%	-0.4%	-8.2%
9	COc1ccc(-c2noc(CNS(=O)(=O)c3ccc(NC(C)=O)cc3)n2)cc1OC	0.2%	-4.1%	2.1%
10	COCCC(=O)N1CCC(Oc2ccc(C(=O)NC3CCOC(C)(C)C3)cc2)CC1 (stereo not given)	-2.6%	-3.1%	-27.5%
11	Cn1nnnc1SCC(=O)NNC(=O)c1ccc(Br)cc1	0.9%	-1.1%	-6.7%
12	CNC(=O)c1c(NC(=O)c2nc(SCc3ccc(C)cc3)ncc2Cl)sc2c1CCCC2	1.0%	-13.4%	2.4%

Entries by screen from the entries so far:
DT40 TDP1 CPT, compounds 3–6, in order: 6.2%, -0.1%, -9.9%, -23.3%
GCN5L2 inh, compounds 3–6, in order: -2.3%, -1.7%, 7.3%, -2.6%

Other structures.
item	structure	DT40 TDP1 CPT	FEN1 inh	GCN5L2 inh
13	Cc1ccc(S(=O)(=O)NNC(=O)c2sc(=S)n(C)c2C)cc1	-16.3%	-4.8%	0.0%
14	Cc1ccccc1N1CCN(Cc2nc(Cc3ccccc3F)no2)CC1	?	3.6%	-4.9%
15	COc1ccc(NC(=O)/C(=C\c2ccc(F)cc2)NC(=O)c2ccco2)cc1	1.2%	1.9%	-7.6%
16	CC(Cc1ccccc1)NC(=O)CCCN1C(=O)c2ccccc2C1=O (stereo not given)	4.5%	-5.1%	-3.9%
17	Cc1cccc(C(=O)NCC(c2cccs2)N2CCOCC2)c1 (stereo not given)	-8.3%	3.0%	-12.8%
18	Cc1cccc(C(=O)OCC(=O)N2CC(C)OC(C)C2)c1C (stereo not given)	7.5%	0.7%	1.2%
19	O=C(COc1ccc(Cl)cc1Cl)N/N=C/c1ccccn1	?	4.2%	-0.2%
20	Cc1ccccc1CSc1nnc(-c2cccnc2)n1N	-20.4%	2.2%	-23.6%
21	CCOc1ccc(NC(=O)c2ccc(NC(=S)NC3CC3)cc2)cc1	-7.8%	0.1%	-11.9%
22	O=C(Cn1nc(C(F)(F)F)c2c1CCCC2)NC1CCCC1	-6.5%	-3.8%	-27.5%
23	COc1ccc(C2=NCCn3nc4cc(C(F)(F)F)ccc4c32)cc1	-24.5%	-3.2%	6.1%
24	CCn1cnnc1SCC(=O)Nc1ccccc1C(=O)NC1CC1	-13.1%	4.3%	1.3%
25	CC(C)CC(NC(=O)c1ccc(Cl)cc1)C(=O)OCc1cc([N+](=O)[O-])cc2c1OCOC2 (stereo not given)	0.8%	-9.2%	-6.0%
26	COc1ccc(CCNC(=O)CS(=O)Cc2nc(-c3cccs3)oc2C)cc1OC (stereo not given)	-11.5%	1.2%	-4.2%
27	CC(=O)N(C)c1ccc(OCC(O)COc2ccc(N(C)C(C)=O)cc2)cc1	-0.3%	-0.4%	0.7%
28	O=C(CCSCc1cnn(-c2ccccc2)c1-n1cccc1)NCc1ccc(Cl)cc1	?	2.8%	-1.8%
29	COc1cc([C@H](Cc2ccccc2)NC(C)=O)oc(=O)c1	?	-18.9%	-6.8%
30	C#CCNC(=O)C1=C[C@@H](c2ccc(C(F)(F)F)cc2)[C@H](CCCO)[C@@H](OCC)O1	23.1µM*	4.8%	-1.4%
31	COCCN(C(=O)CCC(=O)Nc1ccccn1)C(C(=O)NCCC(C)C)c1ccc(C)cc1 (stereo not given)	2.3%	3.3%	0.2%
32	CCc1nnc(SCC(=O)Nc2ccc(Cl)cc2F)c2cc3occc3n12	23.1µM*	2.5%	-5.6%
33	COc1cc(C(=O)NC2CCN(CC(=O)NC3CCCCC3)CC2)cc(OC)c1OC	-6.7%	1.5%	1.7%
34	O=c1oc2ccccc2c(O)c1/C=N/c1ncccn1	-13.1%	-14.5%	-7.2%
35	Cc1noc(NS(=O)(=O)c2ccc(NC(=O)CSc3nc4ccccc4[nH]3)cc2)c1C	-0.9%	-15.9%	-23.3%
36	CC(=O)c1ccc(S(=O)(=O)NC2CCCCCCC2)cc1	?	12.7%	-20.0%

Other results:
Below each SMILES – DT40 TDP1 CPT	FEN1 inh	GCN5L2 inh
37) O=C(Cc1ccccc1)Nc1sc2c(c1C(=O)Nc1cccc(Cl)c1)CCCCC2
 : -21.6%	-4.1%	12.9%
38) O=C(Nc1cccnc1)c1cc([N+](=O)[O-])ccc1Cl
 : -6.1%	0.8%	-0.5%
39) CCOC(=O)c1cnc2c(OC)cccc2c1Nc1ccc2c(c1)OCCO2
 : ?	-3.3%	0.7%
40) COc1ccc(N2CCN(C(=O)c3oc4ccccc4c3NC(=O)Cc3cccc(OC)c3)CC2)cc1
 : ?	-22.0%	-3.8%
41) CCN(C(=O)COc1ncnc2scc(-c3ccc(F)cc3)c12)C1CCS(=O)(=O)C1 (stereo not given)
 : 3.4%	6.4%	-7.4%
42) Cc1cc(C)c2[nH]c(=O)c(CN(CC3CCCO3)S(=O)(=O)c3ccc4c(c3)OCCO4)cc2c1 (stereo not given)
 : ?	-5.0%	-20.0%
43) CN1CCN(Cc2nc3c(c(=O)n(C)c(=O)n3C)n2CCCc2ccccc2)CC1
 : -8.1%	9.1%	29.4%
44) Cc1cc(=O)[nH]c(SC/C=C/c2ccccc2)n1
 : ?	-4.4%	-1.7%
45) CCc1ccc(-n2c(=O)c3cccnc3n2CC(=O)N(CC)c2cccc(C)c2)cc1
 : 23.1µM*	-0.9%	3.0%
46) CCCCOc1ccc(Cc2cnc(N)nc2N)cc1
 : -23.9%	0.6%	-6.6%
47) Cc1ccc2cc(CCNC(=O)C3CCCC3)c(=O)[nH]c2c1
 : 9.0%	0.2%	-7.2%
48) CCc1nonc1NC(=O)c1oc2ccc(Br)cc2c1C
 : 4.5%&-1.3%	-8.8%&-11.2%	-16.3%&2.1%
49) Cc1ccc(OCCn2cc(/C=C/C(=O)O)c3ccccc32)cc1
 : -12.8%	-4.0%	-6.7%
50) O=C(Cn1ncc2c3ccccc3n(Cc3cccc(Cl)c3)c2c1=O)NCCCN1CCCCC1
 : -1.7%	11.2%	-18.2%
51) O=C(COc1ccccc1[N+](=O)[O-])Nc1ccc(NC(=O)c2cc3ccccc3o2)cc1
 : 23.1µM*	-7.4%	-3.5%
52) CCC(C)NC(=O)Cn1c(-c2ccccc2)cc(C(C)=O)c1C (stereo not given)
 : -2.9%	-3.5%	-10.4%
53) COc1ccc2[nH]cc(CCNc3nc(-c4ccc(C(=O)N(C)C)cc4)nc4ccccc34)c2c1
 : 20.6µM*	nt	-24.2%
54) C(=Nc1ccc(/C=C/c2ccnc3ccccc23)cc1)c1cc2c3c(c1)CCCN3CCC2
 : 11.2µM*	-9.3%	nt
55) CN(C)C(=O)COC(=O)c1cccc(CN2C(=O)c3ccccc3C2=O)c1
 : 19.3%	-9.8%	-0.7%
56) O=C(COC(=O)c1cc(Cl)cc(Cl)c1)NCCN1C(=O)CSC1=O
 : -11.3%	-4.3%	0.2%
57) O=C(NCc1cccc(F)c1)c1ccc(NC(=O)c2nsc3ccccc23)cc1
 : ?	4.4%	2.8%
58) COc1ccc(CC(NC(C)=O)C(=O)NC2CCN(C(=O)c3ccc(Cl)cc3)CC2)cc1 (stereo not given)
 : 8.9%	-1.9%	-4.3%
59) CCN(CC)CCCNC(=O)c1cc(Nc2ccc(OC)cc2OC)nc2ccccc12
 : ?	-2.6%	-9.3%
60) COc1ccc(NC(=O)c2cccn(CC=C(C)C)c2=O)cc1
 : -2.2%	-3.9%	-7.6%
61) CCc1ccc(CCC(=O)Nc2nccs2)o1
 : 0.9%	-8.1%	-1.6%
62) Cn1c(SCC(=O)NCc2ccco2)nnc1C1CC1
 : 25.0%	-1.9%	-5.3%
63) COCCCN(C(=O)Nc1cccc(Cl)c1)C(C)c1ccccn1 (stereo not given)
 : -13.4%	9.4%	-2.5%
64) COc1ccccc1NC(=O)CSc1nnc(COc2ccccc2C)o1
 : 8.8%	-19.7%	-3.5%
65) CC(C)(C)C(=O)NCCN1C(=O)S/C(=C\c2ccc([N+](=O)[O-])cc2)C1=O
 : ?	-6.6%	-11.2%
66) CCCCC(=O)N1CCCC(C)C1 (stereo not given)
 : 8.5%	-1.2%	?
67) O=S(=O)(NCCc1cn2ccsc2n1)c1ccc(Cl)cc1
 : -16.8%	18.4%	0.9%
68) COc1cccc(CNC(=O)CCC2CCCN(c3cc(C)nc(N4CCCC4)n3)C2)c1 (stereo not given)
 : ?	9.1%	-0.5%
69) Cc1ccc(C(=O)CC2C(=O)N(c3ccccc3)C(=S)N2c2ccccc2)cc1 (stereo not given)
 : ?	8.1%	1.7%
70) CCCCOc1ccccc1C1C(C(N)=O)=C(C)Nc2nnnn21 (stereo not given)
 : 0.2%	-7.4%	-9.5%
71) Cc1cc(C(=O)CSc2nnc(Nc3ccccc3F)s2)c(C)n1CC1CCCO1 (stereo not given)
 : ?	-4.5%	-12.2%
72) Cc1ccc(S(=O)(=O)c2ccc([N+](=O)[O-])cn2)cc1
 : 0.461µM*	-20.6%	-0.1%
73) CCOc1ccc(-c2cc(C(=O)O)c3ccccc3n2)c(OCC)c1
 : -11.9%	-11.7%	-1.5%
74) Cn1ccc2ccc(C3=CC(=O)C[C@H](c4ccc(F)cc4)C3)cc21
 : 7.31µM*	1.8%	-4.2%
75) COc1ccc(OC)c(CN2CCC(Cc3ccccc3)CC2)c1
 : ?	14.8%	-5.7%
76) Cc1ccc(NC(=O)CSc2nnc(-c3ccc([N+](=O)[O-])cc3)o2)c(C)c1
 : -19.7%	6.0%	-10.6%

A draw from above in order of count of non-hydrogen atoms, rising.
Below each SMILES – DT40 TDP1 CPT	FEN1 inh	GCN5L2 inh
62) Cn1c(SCC(=O)NCc2ccco2)nnc1C1CC1
 : 25.0%	-1.9%	-5.3%
65) CC(C)(C)C(=O)NCCN1C(=O)S/C(=C\c2ccc([N+](=O)[O-])cc2)C1=O
 : ?	-6.6%	-11.2%
76) Cc1ccc(NC(=O)CSc2nnc(-c3ccc([N+](=O)[O-])cc3)o2)c(C)c1
 : -19.7%	6.0%	-10.6%

Following part
Below each SMILES – DT40 TDP1 CPT	FEN1 inh	GCN5L2 inh
77) O=C1C=C(c2ccc(Cl)cc2)OC2(CCCC2)O1
 : -12.6%	4.2%	-27.1%
78) CCCC(=O)Nc1nnc(SCC(=O)N2C(C)CCCC2C)s1 (stereo not given)
 : -18.8%	4.2%	-2.0%
79) CCOc1ccccc1NC(=O)C1=C(C)Nc2ncnn2C1c1ccc(C)o1 (stereo not given)
 : -0.3%	0.7%	-4.8%
80) NC1=NC[C@@H](Cc2ccc(O)cc2)N1CCc1cccc2ccccc12
 : 18.4µM*	-3.7%	22.9%
81) CCCCCOc1ccc(/C=C/C(=O)NCCc2nc3ccccc3[nH]2)cc1OC
 : 16.4µM*	-20.8%	-7.7%
82) NC(=O)C1CCN(C(=O)/C=C/c2cccc(Br)c2)CC1
 : 1.1%	-0.7%	1.1%
83) Cc1ccc(SC(C)C(=O)NCCC2=CCCCC2)cc1 (stereo not given)
 : 13.3%	-1.0%	-2.7%
84) O=C(O)c1ccccc1C(=O)Nc1ccc(Oc2ccccc2)cc1
 : 14.8%	0.3%	-1.3%
85) Cc1c(Cl)cccc1NC(=O)CSc1nccn1C
 : -8.3%	-9.6%	?
86) COC(=O)C1=C(C(=O)OC)[C@]2([C@@H]3CC=CCN[C@@H](Cc4ccccc4)C(=O)N3Cc3ccccc3)C=C[C@H]1O2
 : 18.4µM*	-20.8%	nt
87) O=C(Cn1nc(C(=O)O)c2ccccc2c1=O)c1cc(F)ccc1F
 : ?	-5.1%	-9.6%
88) O=C(C#Cc1ccccc1)Nc1ccc(F)cc1
 : ?	-8.1%	-12.3%
